Screening data: PubChem, The Scripps Research Institute Molecular Screening Center
Tn7 DDE FP: disrupts Tn7 cyclic peptide binding to fibrin D-Dimer-E complex | P02675 | FP displacement of FITC-Tn7 peptide from fibrin DD(E); 0% = median of compound wells per plate | inhibition, % at 8.3 µM | 370,000 compounds, 0.13% hits;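 active = inhibition above the mean of compounds falling within the control limits plus 3 SD of them, cut at about 14% in these data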;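 note: 0% = plate median of compound wells and 100% = 10 µM Aha-Tn7 peptide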
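Assay system: Human fibrin DD(E) protein | Medium: Tris buffer with calcium and detergent, pH 7.8 | Reagent: 0.1 µM fluorescent Tn7 | Compound dosing: Single point at 8.3 µM | Times: 10 min preincubation, 3 h with tracer, room temperature | Detection: Fluorescence polarization of the labelled Tn7 tracer | Controls: Aha-Tn7 high control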
ABHD4 inh: ABHD4 (mouse) inhibition, primary FP screen; purified mABHD4, FP-Rh probe fluorescence polarization; AID 720543; 370,000 compounds, 0.54% hits; inhibition, % at 8.92 µM; Q8VD66;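 active = inhibition exceeding the mean over every tested compound plus 3 SD, cut at about 30% in these data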;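 note: 0% = plate median of compound wells and 100% = S159A mutant with DMSO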
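Test system: mABHD4 protein; Read-out basis: % inhibition; Incubation: 45 min + 60 min at 25 °C; Repeats: single replicate; Technique: fluorescence polarization with parallel and perpendicular emission, 525/598 nm; Compound: 8.92 µM, single dose; Benchmarks: full inhibition S159A mutant plus DMSO, zero as sample-well median.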
PRMT1 inh: blocks human protein arginine methyltransferase 1; 370,000 compounds, 1.3% hits; inhibition, % at 2.79 µM; recombinant PRMT1, activity-based probe fluorescence polarization;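 active = inhibition above about 21% made by adding two undisclosed values, limit read from the data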
Target sequence (Q99873 whole entry, looked up): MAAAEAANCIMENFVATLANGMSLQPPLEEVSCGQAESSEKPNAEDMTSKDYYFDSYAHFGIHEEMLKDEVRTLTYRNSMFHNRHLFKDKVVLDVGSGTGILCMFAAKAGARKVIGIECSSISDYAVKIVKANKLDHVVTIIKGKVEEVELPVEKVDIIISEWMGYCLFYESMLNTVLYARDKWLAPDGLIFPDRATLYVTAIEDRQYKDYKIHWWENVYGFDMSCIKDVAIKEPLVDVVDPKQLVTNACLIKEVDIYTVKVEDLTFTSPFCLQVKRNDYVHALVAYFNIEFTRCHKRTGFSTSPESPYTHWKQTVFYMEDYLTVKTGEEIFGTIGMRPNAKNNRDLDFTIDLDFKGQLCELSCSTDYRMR
TDP2 absorb: blocks human TDP2 phosphodiesterase activity; 370,000 compounds, 0.34% hits; O95551; inhibition, % at 12.8 µM; AID 720702; recombinant TDP2, T5PNP hydrolysis, p-nitrophenol absorbance 415 nm;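 active = inhibition above the mean of all tested compounds plus 3 SD, set per campaign, cut at about 25% in these data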;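 note: 0% = DMSO with enzyme and 100% = buffer with substrate but no TDP2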
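test system = human TDP2 enzyme | input = TDP2 enzyme at 120 nM final | medium = 50 mM Tris-HCl pH 7.5 with Mg2+, KCl, DTT, BSA | also added = T5PNP substrate, 5 mM | times = 2 h at 37 °C | technique = epi absorbance | benchmarks = high control without enzyme, low control DMSO plus TDP2 | replication = each compound tested once, singlicate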
LEDGF integ inh: blocks HIV-1 LEDGF/p75-dependent DNA integration; inhibition, % at 3.7 µM; 370,000 compounds, 0.64% hits; TR-FRET IN-LEDGF/p75 DNA integration, Eu/Cy5;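 active = inhibition above the screen-wide mean plus 3 SD, cut at about 13% in these data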;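 note: signal is the Cy5 over europium emission ratio at 671 and 618 nm; 0% = plate median of compound wells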
TCR CD3 inh: inhibitors of human TCR-CD3 interaction. TAMRA-labeled TCR probe fluorescence, biochemical. inhibition, % at 9.4 µM. 360,000 compounds, 0.37% hits. AID 651800; in the data active = inhibition above about 19%;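 note: recombinant mutant TCR 2C K166C tagged with TAMRA read by polarization; 0% = receptor in buffer alone and 100% = receptor with positive control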
PG9 binder: small molecules binding HIV-1 gp120 antibody PG9. TR-FRET gp120-PG9 antibody binding. inhibition, % at 6.7 µM. 360,000 compounds, 0.43% hits. AID 624416; in the data active = inhibition above about 8.5%
SIAE inh: blocks human sialic acid acetylesterase; Q9HAT2; SIAE FP-Rh probe binding, fluorescence polarization; inhibition, % at 9.66 µM; 370,000 compounds, 0.69% hits;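 active = inhibition above a cutoff: mean of compounds within the control limits plus 3 SD of those, cut at about 17% in these data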;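 note: 0% = plate median of compound wells and 100% = probe without SIAE protein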
UHRF1 MBD2 ctr: human UHRF1 methylated DNA binding inhibitors. inhibition, % at 4.4 µM. UHRF1 binding to methylated oligo, TR-FRET. AID 687016. 370,000 compounds, 0.75% hits; in the data active = inhibition above about 21%;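 note: UHRF1 SRA domain binding a hemimethylated CpG hairpin DNA probe; 0% = median of test compound wells and 100% = reference inhibitor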
HTRA1 inhibitor: HTRA1 (human) protease inhibition; Q92743; inhibition, % at 5.96 µM; 340,000 compounds, 0.5% hits; AID 504803; recombinant HTRA1, FP-rhodamine activity-based probe, fluorescence polarization; in the data active = inhibition above about 36%;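 note: 0% = enzyme with DMSO and 100% = wells lacking enzyme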
Target sequence (Q92743 whole entry, looked up): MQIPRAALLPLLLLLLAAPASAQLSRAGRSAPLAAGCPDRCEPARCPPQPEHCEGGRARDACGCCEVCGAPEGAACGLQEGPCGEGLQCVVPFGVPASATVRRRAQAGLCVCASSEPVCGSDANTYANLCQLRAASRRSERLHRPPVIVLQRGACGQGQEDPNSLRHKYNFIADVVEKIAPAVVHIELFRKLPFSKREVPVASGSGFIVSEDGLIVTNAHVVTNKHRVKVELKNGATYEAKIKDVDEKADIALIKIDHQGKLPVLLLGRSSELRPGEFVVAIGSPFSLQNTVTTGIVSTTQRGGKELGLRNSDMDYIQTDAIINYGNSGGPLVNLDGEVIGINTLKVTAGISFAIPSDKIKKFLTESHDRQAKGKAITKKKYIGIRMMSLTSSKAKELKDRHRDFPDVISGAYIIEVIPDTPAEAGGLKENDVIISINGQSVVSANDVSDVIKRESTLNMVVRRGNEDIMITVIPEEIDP
Numbers without * were called inactive; nt = not tested or not shown. Outcome played no part in choosing rows; overall some 4.2% were active at least once.

| cpd | structure | Tn7 DDE FP | ABHD4 inh | PRMT1 inh | TDP2 absorb | LEDGF integ inh |
| --- | --- | --- | --- | --- | --- | --- |
| 1 | CCNC(=O)C1CCCN(C(=O)c2cc(F)cc(F)c2)CC1 (centres undefined) | 1 | 1 | 3 | -12 | -3 |
| 2 | CCCCNC(=O)C1(C)CCCCN1C(=O)c1csnn1 (centres undefined) | 0 | -5 | 0 | -8 | 1 |
| 3 | CC1(C(=O)Nc2ccc(F)cc2F)CCN1C(=O)CCC1CCCC1 (centres undefined) | -1 | -2 | -3 | -19 | 7 |
| 4 | O=C(CN1C(=O)CSC1=O)Nc1ccc2c(c1)OCCO2 | -12 | -4 | 0 | -3 | -2 |
| 5 | CC(=O)N/C(=C/c1ccc2c(c1)OCO2)C(=O)NCc1ccccc1 | -4 | 4 | -4 | -2 | 3 |
| 6 | O=P(O)(CP(=O)(c1ccccc1)c1ccccc1)c1ccccc1O | -6 | 5 | 7 | 6 | 0 |
| 7 | COC(=O)c1cc(S(=O)(=O)n2nc(C)c(Br)c2C)c(Cl)cc1Cl | -1 | -1 | -2 | -5 | 2 |
| 8 | CCn1c(SCC(=O)N2CCN(c3ccc(F)cc3)CC2)nc2ccccc2c1=O | 4 | -7 | 4 | -8 | 0 |
| 9 | Cc1cc(NCCNC2=CC(=O)CCC2)nc2ccccc12 | 3 | 0 | 2 | 1 | 0 |
| 10 | C=CCN1C(=O)C(O)(CC(=O)c2c(C)n[nH]c2C)c2cc(Br)ccc21 (centres undefined) | 7 | -1 | -1 | -1 | 0 |

| cpd | TCR CD3 inh | PG9 binder | SIAE inh | UHRF1 MBD2 ctr | HTRA1 inhibitor |
| --- | --- | --- | --- | --- | --- |
| 1 | 6 | -0.7 | -3 | 0 | nt |
| 2 | -4 | -3.5 | -8 | -1 | nt |
| 3 | -5 | -1.8 | -1 | 5 | nt |
| 4 | 3 | -1.7 | 0 | -1 | 3 |
| 5 | 1 | -0.2 | 6 | 9 | -3 |
| 6 | 0 | -2.2 | -2 | 1 | 2 |
| 7 | 2 | 1.3 | -5 | 3 | -5 |
| 8 | -9 | 2.1 | -1 | 2 | 1 |
| 9 | 5 | 0.8 | 0 | 2 | -1 |
| 10 | 2 | -1.6 | -3 | 2 | 4 |

Laid out differently: four of the compounds above
(5) CC(=O)N/C(=C/c1ccc2c(c1)OCO2)C(=O)NCc1ccccc1
  Tn7 DDE FP = -4	ABHD4 inh = 4	PRMT1 inh = -4	TDP2 absorb = -2	LEDGF integ inh = 3	TCR CD3 inh = 1	PG9 binder = -0.2	SIAE inh = 6	UHRF1 MBD2 ctr = 9	HTRA1 inhibitor = -3
(3) CC1(C(=O)Nc2ccc(F)cc2F)CCN1C(=O)CCC1CCCC1 (centres undefined)
  Tn7 DDE FP = -1	ABHD4 inh = -2	PRMT1 inh = -3	TDP2 absorb = -19	LEDGF integ inh = 7	TCR CD3 inh = -5	PG9 binder = -1.8	SIAE inh = -1	UHRF1 MBD2 ctr = 5	HTRA1 inhibitor = nt
(8) CCn1c(SCC(=O)N2CCN(c3ccc(F)cc3)CC2)nc2ccccc2c1=O
  Tn7 DDE FP = 4	ABHD4 inh = -7	PRMT1 inh = 4	TDP2 absorb = -8	LEDGF integ inh = 0	TCR CD3 inh = -9	PG9 binder = 2.1	SIAE inh = -1	UHRF1 MBD2 ctr = 2	HTRA1 inhibitor = 1
(6) O=P(O)(CP(=O)(c1ccccc1)c1ccccc1)c1ccccc1O
  Tn7 DDE FP = -6	ABHD4 inh = 5	PRMT1 inh = 7	TDP2 absorb = 6	LEDGF integ inh = 0	TCR CD3 inh = 0	PG9 binder = -2.2	SIAE inh = -2	UHRF1 MBD2 ctr = 1	HTRA1 inhibitor = 2

Additional records.
| cpd | structure | Tn7 DDE FP | ABHD4 inh | PRMT1 inh | TDP2 absorb | LEDGF integ inh |
| --- | --- | --- | --- | --- | --- | --- |
| 11 | CCC(C)NC(=O)c1cc(Cl)c(NC(=O)C2=C(C)OCCS2)cc1OC (centres undefined) | 0 | -4 | -1 | -10 | 3 |
| 12 | O=C(Cn1c(=O)n(CCc2c[nH]c3ccccc23)c(=O)c2cccnc21)Nc1ccccc1F | -6 | -15 | -7 | 7 | 2 |
| 13 | Cc1cc(C(=O)NNc2ccccc2F)no1 | -7 | 1 | -1 | -11 | 3 |
| 14 | O=C(NCCCn1ccnc1)C(=O)NCC1OCCN1S(=O)(=O)c1ccc(F)cc1 (centres undefined) | -9 | -4 | -4 | 3 | 0 |
| 15 | CC(=O)Nc1cccc(N/C=C(\C=O)c2nc3ccccc3o2)c1 | -8 | 1 | 0 | -23 | 2 |
| 16 | Cc1ccccc1CN(C)CCc1ccccn1 | -5 | 12 | -3 | 2 | 4 |
| 17 | CSc1nnc(-c2cc(C)on2)n1-c1ccccc1 | -3 | 4 | 3 | -9 | -6 |
| 18 | CC(C)(C)c1nnc(NC(=O)CCS(=O)(=O)c2ccccc2)s1 | -1 | -1 | 5 | -2 | -5 |
| 19 | CN(C)c1cccc(Oc2nc3c(c(=O)n(C)c(=O)n3C)n2C)c1 | 3 | 13 | 7 | 2 | 2 |
| 20 | CC(Sc1nnc(-c2ccc(O)cc2)o1)C(=O)Nc1cccc2ccccc12 (centres undefined) | 2 | -9 | 5 | -5 | -1 |

| cpd | TCR CD3 inh | PG9 binder | SIAE inh | UHRF1 MBD2 ctr | HTRA1 inhibitor |
| --- | --- | --- | --- | --- | --- |
| 11 | 10 | -1.9 | 6 | 0 | -6 |
| 12 | 4 | -2.2 | -5 | -1 | -22 |
| 13 | 6 | -3.1 | 4 | 2 | 4 |
| 14 | 10 | -2.1 | 4 | -3 | 6 |
| 15 | -3 | 1.6 | -7 | -1 | -9 |
| 16 | 5 | -1.9 | -3 | 2 | 4 |
| 17 | -3 | 1.6 | 3 | 6 | 6 |
| 18 | -10 | -1.9 | 4 | 3 | -6 |
| 19 | -2 | -0.3 | 7 | 1 | 13 |
| 20 | -2 | -1.1 | 2 | 2 | -1 |

Part of the list above, reduced to TCR CD3 inh:
# | SMILES | TCR CD3 inh
18 | CC(C)(C)c1nnc(NC(=O)CCS(=O)(=O)c2ccccc2)s1 | -10
19 | CN(C)c1cccc(Oc2nc3c(c(=O)n(C)c(=O)n3C)n2C)c1 | -2
20 | CC(Sc1nnc(-c2ccc(O)cc2)o1)C(=O)Nc1cccc2ccccc12 (centres undefined) | -2

Remaining list, next part.
| cpd | structure | Tn7 DDE FP | ABHD4 inh | PRMT1 inh | TDP2 absorb | LEDGF integ inh |
| --- | --- | --- | --- | --- | --- | --- |
| 21 | CCOc1cccc2cc(-c3cn4cc(C)ccc4n3)c(=O)oc12 | -1 | 6 | -4 | 2 | 1 |
| 22 | CN(C)CCNC(=O)c1c(CSc2ccccc2)noc1C(=O)NCc1ccccc1 | 3 | 6 | 1 | 1 | 1 |
| 23 | CCOC(=O)c1c(-c2ccc(-c3ccccc3)cc2)csc1NC(=O)CNCCN(C)C | -3 | 30* | 3 | -9 | 9 |
| 24 | CCOC(=O)C1CCN(C(=O)c2cc(COc3ccc(F)cc3F)on2)CC1 | 3 | -4 | 3 | 6 | 2 |
| 25 | Cc1cc(C(C)(C)C)oc1C(=O)N(CC(=O)NC1CCCC1)Cc1ccc(F)cc1 | -6 | 6 | 1 | -6 | -3 |

| cpd | TCR CD3 inh | PG9 binder | SIAE inh | UHRF1 MBD2 ctr | HTRA1 inhibitor |
| --- | --- | --- | --- | --- | --- |
| 21 | -4 | 2.6 | 4 | -3 | -4 |
| 22 | 5 | 0.1 | -9 | 0 | 5 |
| 23 | -9 | 1.1 | 11 | -1 | 30 |
| 24 | -4 | 0.7 | -6 | -2 | 1 |
| 25 | -3 | -2.0 | -3 | 5 | -6 |

ABHD4 inh: what is marked active above
| cpd | structure | Tn7 DDE FP | ABHD4 inh | PRMT1 inh | TDP2 absorb | LEDGF integ inh |
| --- | --- | --- | --- | --- | --- | --- |
| 23 | CCOC(=O)c1c(-c2ccc(-c3ccccc3)cc2)csc1NC(=O)CNCCN(C)C | -3 | 30* | 3 | -9 | 9 |

| cpd | TCR CD3 inh | PG9 binder | SIAE inh | UHRF1 MBD2 ctr | HTRA1 inhibitor |
| --- | --- | --- | --- | --- | --- |
| 23 | -9 | 1.1 | 11 | -1 | 30 |
